DENV2 CPE – inhibitors of DENV2 cytopathic effect. DENV2-infected cells, cytopathic effect rescue, plate reader. CPE inhibition, % at 9.99 µM. actives 1.7% (n = 350,000). AID 651640; in the data active = CPE inhibition above about 20%, passing the limit was not always enough; inconclusive = no clear call, values can overlap the other calls; tested in BHK-21 cells;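 note: 0% = median of neutral control wells and 100% = median of positive control wells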
EWS-Fli block – EWS/Fli transcriptional activity inhibition. A673 NR0B1-luciferase reporter, viability-normalised. inhibition, % at 12.6 µM. actives 0.67% (n = 350,000). AID 651661;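 active = mean inhibition of at least 50% after viability correction, with every replicate also passing that limit; inconclusive = mean reaches 50% but only one of two replicates passes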;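 note: firefly luciferase signal divided by Alamar Blue viability fluorescence both relative to DMSO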
ARNT-TACC3 inh – ARNT/TACC3 interaction disruption; Q9Y6A5; inhibition, % at 9.99 µM; AlphaScreen His-ARNT PAS-B/GST-TACC3 binding, luminescence; TACC3 fragment carries E629A point mutation; actives 0.66% (n = 390,000); AID 623870;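 active = mean inhibition of replicates at least 50% and at least half of replicates each reaching 50%; inconclusive = half or more replicates reach 50% but mean below 50%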;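 note: 0% = complete ARNT plus TACC3 wells and 100% = ARNT alone without TACC3; many hits fall short of the cut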
F508del corr – correctors of CFTR F508del function in bronchial epithelial cells. CFBE cells, YFP halide quenching; stimulated with forskolin plus potentiator P3; % fluorescence drop versus neutral controls. AID 720511. actives 0.36% (n = 350,000). activity (quench increase), % at 7.58 µM;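 active = mean added fluorescence quench of at least 8% versus neutral control, with both replicates also reaching 8%; inconclusive = only one of the mean or replicate conditions met; inactive = mean below 8% and not both replicates reaching 8%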;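 note: cells transiently co-express mutant CFTR-F508del with the halide-sensitive YFP; corrector assay measuring rescue of mutant channel to the surface after 24 h compound exposure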
PAX8 inh HTS – lowers PAX8-driven luciferase in RMG-I cells. RMG-I TPO-luciferase reporter, SteadyGlo, 24 h. actives 1.2% (n = 360,000). inhibition, % at 12.6 µM;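 active = mean replicate inhibition at least 60% with every replicate also reaching 60%; inconclusive = only one of the two criteria is met; inactive = mean below 60% and not all replicates reaching 60%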;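 note: luciferase light reporting Pax8 driven TPO promoter activity; plate controls were median of neutral control wells for no effect and mitoxantrone controls for full effect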
XiGFP reactiv – X-chromosome reactivation activator | XiGFP mouse fibroblasts, % GFP-positive cells imaging, 3 d; cells co-treated with 5-aza-dC sensitizer; scaled so ellipticine positive control = 100% | activation, % at 7.58 µM | actives 0.055% (n = 360,000) | AID 743238;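 active = mean normalized replicate activation at least 10% and every replicate at or above 10%; inconclusive = only one of the two criteria met; inactive = mean below 10% and not all replicates reach 10%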;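 note: 0% = median of on-plate neutral control wells and 100% = ellipticine 6 µM median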
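Assay system – SV40-immortalized XiGFP fibroblast cells, line 68-5-11 · Buffer or medium – DMEM supplemented with 5-aza-dC as sensitizing agent · Dosing – one concentration, pinned · Benchmarks – positive control ellipticine, 6 µM final · Times – 3 days compound exposure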
INS-1E GSIS act – primary screen for activators of insulin secretion dependent on glucose, INS-1E cells, GLuc reporter luminescence. INS-1E GLuc reporter insulin secretion, 2-3 h. activation, % at 16.6 µM. actives 0.61% (n = 370,000). AID 743287;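 active = lowest replicate activation of at least 40%, so every replicate reaches that level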;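 note: 0% = median of neutral control wells and 100% = median of IBMX positive control wells; some compounds called inactive have numbers as strong as hits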
ERp5 inh – inhibitors of human ERp5. Q15084. ERp5 insulin aggregation, absorbance 650 nm, 90 min. actives 0.05% (n = 350,000). inhibition, % at 9.99 µM;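 active = mean replicate inhibition above about 25%, with every replicate also reaching it, limit read from the data, passing the limit was not always enough; inconclusive = only one of those two criteria met; inactive = neither criterion met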
Target sequence (Q15084 whole entry, looked up): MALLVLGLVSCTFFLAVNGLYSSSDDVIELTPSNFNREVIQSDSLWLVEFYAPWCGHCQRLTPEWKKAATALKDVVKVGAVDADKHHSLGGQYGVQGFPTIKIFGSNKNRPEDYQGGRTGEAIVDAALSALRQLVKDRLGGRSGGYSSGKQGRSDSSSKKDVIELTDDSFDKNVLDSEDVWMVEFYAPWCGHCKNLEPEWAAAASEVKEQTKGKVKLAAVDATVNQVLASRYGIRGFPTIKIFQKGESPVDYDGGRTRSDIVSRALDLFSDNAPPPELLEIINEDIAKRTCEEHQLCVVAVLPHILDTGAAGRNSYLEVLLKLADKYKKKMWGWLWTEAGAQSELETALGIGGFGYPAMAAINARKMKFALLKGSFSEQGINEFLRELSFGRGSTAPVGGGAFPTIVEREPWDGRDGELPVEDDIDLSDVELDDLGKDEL
Starred values were filed as active, the others as inactive; ? = inconclusive; · = no result given; & = joins results of further samples. Compounds as they come. Share with any hit: about 4.2%.

smiles	F508del corr	ARNT-TACC3 inh	EWS-Fli block	DENV2 CPE	ERp5 inh	INS-1E GSIS act	PAX8 inh HTS	XiGFP reactiv
CC(C)NC(=O)COC(=O)c1cc(Br)ccc1Cl	1.5	-10.4	-15.9	-1.0	-3.6	17.4	12.3	0.2
COc1cccc(C(=O)NC2CC3CCC(C2)N3Cc2ccccc2)c1 (stereo not drawn)	-3.1	0.5	11.1	-5.1	1.2	13.1	6.2	0.0
Cc1ccc(F)c(Oc2cc(NN3CCCCC3)c([N+](=O)[O-])cc2[N+](=O)[O-])c1	-0.9	16.5	-3.2	-18.3	9.0	-36.3	-12.4	0.0
CCOC(=O)C1CCN(S(=O)(=O)c2ccc3c(c2)N(C(C)=O)CCO3)CC1	-3.0	-2.6	-1.1	1.9	-2.6	0.8	8.0	0.0
CC(=O)c1cc(CN2CCC(C(=O)Nc3cccc(-c4cscn4)c3)CC2)cs1	-3.9	·	·	-2.8	-4.5	12.5	13.4	0.0
CSCCC(NS(=O)(=O)c1ccc2c(c1)oc(=O)n2C)C(=O)NC1CCCc2ccccc21 (stereo not drawn)	-4.0	-6.5	-0.8	6.4	9.8	·	30.2	0.5
Cc1ccc(Cc2c(-c3ccccc3)nc3cc(C)ccn23)cc1	4.5	·	-59.5	7.4	1.4	-7.0	-246.0	0.7
CN(CC(=O)Nc1cc(C(F)(F)F)ccc1-n1cncn1)Cc1ccccc1N1CCOCC1	-2.9	5.1	11.3	7.1	0.3	2.7	28.3	-0.1
CC(C)NC(=O)N(C)C[C@H]1OCCCC[C@H](C)Oc2ccc(NC(=O)Nc3cccc4ccccc34)cc2C(=O)N([C@H](C)CO)C[C@@H]1C	-3.7	-19.6	7.7	6.8	1.1	12.2	-5.5	0.0
O=C(Nc1cccc(Cl)c1)N1C[C@H]2[C@@H](c3ccccc31)[C@@H](CO)N2Cc1ccccc1Cl	6.4	6.4	5.2	-12.2	-0.7	14.0	16.4	0.5
C[C@@H]1CCCCO[C@@H](CN(C)S(=O)(=O)c2cccs2)[C@@H](C)CN([C@@H](C)CO)C(=O)c2cc(NC(=O)Nc3cccc4ccccc34)ccc2O1	-1.6	0.1	6.3	-10.3	·	12.7	-9.9	-0.2
O=C(COC(=O)CNC(=O)c1ccccc1)Nc1ccc(Cl)cn1	-1.8	-0.8	-0.1	-4.4	0.7	-11.0	4.3	0.4
COc1cc(/C=C/C(=O)O)cc(S(=O)(=O)N2CCCc3ccccc32)c1OC	-2.0	-21.1	5.2	12.7	2.3	26.5	23.0	-0.1
CC(C)(C)NC[C@H](O)COc1nsnc1N1CCOCC1	3.6&4.2&1.8	-1.4&28.1&-4.4	0.4&-5.3&-4.0	?	0.8&-0.4&0.4	9.5	-18.0&-10.2&-14.6	-0.1&0.0&0.1
COc1ccccc1OCCNC(=O)c1cc(=O)[nH]c2ccccc12	-0.6	1.4	-7.8	4.0	-1.4	20.4	1.5	0.0
O=C(Nc1ccccc1Cl)c1ccccc1	-1.6	1.6	-39.3	-5.3	4.7	4.7	-81.6	0.4
C[C@@H]1CN([C@H](C)CO)C(=O)c2cc(C#CC3CC3)cnc2O[C@H]1CN(C)Cc1ccccn1	-0.1	13.6	1.6	-9.1	0.4	22.2	·	-0.4
COc1cccc(NC(=O)N(C)C[C@H]2Oc3cc(-c4ccccc4F)ccc3S(=O)(=O)N([C@H](C)CO)C[C@H]2C)c1	-1.4	0.8	3.1	·	-2.7	4.4	·	-0.5
C[C@@H]1CCCCO[C@@H](CN(C)C(=O)CCCN(C)C)[C@H](C)CN([C@@H](C)CO)C(=O)c2cc(NS(C)(=O)=O)ccc2O1	-2.0	-9.2	-4.7	-8.6	-4.2	8.9	-0.3	-0.9
Cc1noc(C)c1S(=O)(=O)Nc1ccc2c(c1)C(=O)N([C@H](C)CO)C[C@@H](C)[C@H](CN(C)C(=O)Nc1cccc3ccccc13)OCCCC[C@@H](C)O2	0.5	17.7	9.1	4.9	-2.7	-7.8	?	0.1
COc1cc2c3nc4n(c(=O)c3n(CC(=O)N3CCCC3)c2cc1OC)CCS4	-1.3	6.3	6.8	4.4	2.2	-0.4	-8.8	-0.1
O=C(Nc1ccccn1)C1CCN(S(=O)(=O)c2ccccc2)CC1	-0.5	-0.2	-73.3	5.5	-2.8	2.5	-149.7	-0.1
Cc1cc(O)cc(C)c1Cl	·	-5.2	-7.6	7.2	1.2	·	-10.1	-0.1
Cc1noc(C)c1NC(=O)N(C)C[C@@H]1Oc2ncc(C#CCN(C)C)cc2C(=O)N([C@@H](C)CO)C[C@H]1C	0.7	-2.4	-7.6	-16.6	3.6	10.8	·	-0.1
Cc1ccc(OCC(=O)Nc2cc(S(=O)(=O)N3CCCCC3)ccc2C)c([N+](=O)[O-])n1	·	-17.6	·	·	·	-6.7	-3.5	0.1
CCc1ccc(S(=O)(=O)Nc2ccc(O)c3ccccc23)cc1	-0.8	36.7	-16.7	0.9	-0.2	-4.2	27.5	0.0
O=C(c1ccc(F)cc1)N1CC(=O)N2[C@@H](CO)[C@@H](c3ccc(C#CC4CCCC4)cc3)[C@@H]2C1	0.3	·	1.2	43.6*	1.5	-13.3	·	0.1
C[C@@H]1CN([C@@H](C)CO)C(=O)Cc2cc(NC(=O)C3CC3)ccc2O[C@H]1CN(C)C(=O)Nc1ccc(F)cc1	-1.2	-2.8	-3.8	10.7	-5.2	-4.4	·	0.0
CCC(=O)Nc1ccc2c(c1)C(=O)N(C)[C@H]1CC[C@@H](CC(=O)N3CCCCC3)O[C@@H]1CO2	2.4	-3.4	-9.6	11.9	2.0	4.6	-1.6	0.4
COc1ccc(S(=O)(=O)Nc2cccc3c2O[C@H](CN(C)CC2CC2)[C@@H](C)CN([C@H](C)CO)C3=O)cc1	-2.0	-0.1	7.7	-4.7	-1.4	14.4	1.4	0.0
CCc1c(-c2ccc(Cl)cc2)ncn1Cc1cccc(-c2ccccc2)c1	2.9	·	20.9	-5.9	-2.5	-15.6	21.8	0.1
CCC(C)C(=O)Nn1c(C2CC2)nc2cc(OC)c(OC)cc2c1=O (stereo not drawn)	0.7	2.0	33.3	-2.2	-1.1	2.6	-6.9	0.6
COc1cccc(-c2ccc3c(c2)[C@H]2[C@H](CCN2C(=O)c2ccccn2)[C@@H](CO)N3)c1	1.4	7.3	-17.6	-2.6	4.5	-18.9	-25.7	0.0
CNC[C@H]1OCCCC[C@@H](C)Oc2ccc(NS(C)(=O)=O)cc2C(=O)N([C@@H](C)CO)C[C@H]1C	0.2	2.8	-4.0	?	-2.1	-2.8	-27.8	0.1
Nc1nc(NC(=O)/C=C\C(=O)O)nn1-c1ccccc1	1.2	74.1*	-7.1	-2.9	?	1.3	-8.1	0.0
C/C=C/c1ccc2c(c1)O[C@H](CN(C)C(=O)c1ccccc1)[C@H](C)CN([C@@H](C)CO)S2(=O)=O	0.3	-4.8	4.6	-0.2	14.1	12.3	4.2	0.1
O=C(c1ccccn1)N1C[C@H]2[C@@H](c3ccccc31)[C@H](CO)N2C(=O)C1CCCCC1	3.1	11.6	1.9	·	1.3	1.9	-2.9	0.0
N#C[C@H]1[C@@H](c2ccccc2-c2ccccc2F)[C@@H](CO)N1C(=O)C1CCOCC1	5.5	·	-1.1	-21.3	1.1	5.7	3.6	0.2
CC(Sc1ccc(Cl)cc1)C(=O)Nc1ccccc1-c1ccccc1 (stereo not drawn)	·	-3.9	·	·	·	-12.4	0.5	1.5
O=C(NCCc1ccccc1)C(=O)NCC1OCCN1S(=O)(=O)c1ccc2c(c1)OCCO2 (stereo not drawn)	1.4	-0.8	7.2	-4.6	-6.0	1.0	-5.5	0.1
COc1ccccc1NS(=O)(=O)c1ccc(Cl)c(NC(=S)NC(=O)C2CCCC2)c1	·	-5.8	·	·	·	-22.4	24.6	0.8
COc1cc(C)c(C(=O)Oc2cc(C)c(C(=O)O)c(O)c2)c(O)c1	2.9	-3.6	-1.7	-18.0	9.6	1.5	·	·
Cc1noc(C)c1S(=O)(=O)Nc1ccc2c(c1)C(=O)N([C@H](C)CO)C[C@@H](C)[C@@H](CN(C)C(=O)Nc1ccc(C(F)(F)F)cc1)OCCCC[C@@H](C)O2	1.7	19.1	14.9	?	0.1	-2.3	23.2	-0.1
O=C1CC[C@H](N2C(=O)c3ccccc3C2=O)C(=O)N1	4.3	-0.9	-17.8	-4.8	4.3	·	5.4	0.2
CSc1ccc(/C=C2/C(=N)N3N=C(CC(=O)N4CCCC4)SC3=NC2=O)cc1	0.3	-0.3	·	6.9	-17.0	-4.1	-10.4	-0.1
CCCc1cc(C(=O)Nc2sc(C)c(C)c2C(=O)OCC)no1	1.2	-4.6	-14.1	13.4	-0.8	·	17.9	0.5
COCCn1c(C)cc(C(=O)COC(=O)c2ccc(Br)o2)c1C	0.5	4.1	2.0	2.3	5.5	·	-155.0	0.0
CSc1ccccc1NS(=O)(=O)c1ccc2c(c1)OCCO2	-0.3	0.6	-10.2	-6.1	-1.5	10.1	·	·
C[C@H]1CN([C@@H](C)CO)C(=O)c2c(c3ccccc3n2C)-c2ccccc2CO[C@@H]1CN(C)Cc1cccc(O)c1	1.3	·	5.0	4.8	8.9	-17.1	8.2	0.4
O=C1C=C(c2ccc(-c3ccccc3)cc2)C[C@@H](c2ccc3c(c2)OCO3)C1	-1.4	-2.5	-5.5	4.9	2.3	8.1	-8.7	-0.3
CCOc1ccc(S(=O)(=O)N/N=C(\C)c2ccc3c(c2)OCO3)cc1	-3.5	-0.4	·	-4.4	1.1	-37.4	·	0.3
COc1ccccc1-c1csc(C(NC(C)=O)c2cccc(F)c2)n1 (stereo not drawn)	-1.3	·	-16.2	9.2	5.2	-13.6	-6.3	0.0
O=C1/C(=C/c2ccc(Cl)cc2)NC(=S)N1Cc1cccnc1	1.6	·	16.8	·	0.2	-20.5	9.4	0.0
O=C1OCC/C1=C\NCCCN/C=C1\CCOC1=O	0.6	·	-2.9	19.4	-1.0	·	-10.5	-0.1
CCC(=O)N1[C@@H](CO)[C@@H](c2ccc(-c3ccc(F)cc3)cc2)C12CN(C(C)=O)C2	0.0	·	2.6	-8.6	-3.2	-1.3	·	0.2
O=S(=O)(c1ccccc1F)N1CC[C@@H]2[C@H]1c1cc(-c3ccc(F)cc3)ccc1N[C@@H]2CO	2.4	-13.3	-3.9	?	-1.0	6.4	-8.9	0.0
COc1cc(/C=C2/SC(=S)N(CCC(=O)Nc3ccc(C(=O)O)cc3)C2=O)cc(OC)c1OC	2.4	2.6	·	4.0	0.2	1.3	17.1	-0.1
CCC[C@H]1CN(c2ccccc2)C(=O)[C@@H]1CC(=O)NC	1.8	·	4.6	14.4	2.5	13.0	-3.4	-0.1
COc1ccc(C(=O)c2cnc[nH]2)cc1OC	1.5	-6.8	2.3	-2.7	2.5	69.8*	-0.1	0.4

Screening results: PubChem BioAssay, Broad Institute
